Bioassay records as filed in PubChem BioAssay.
Cav32 inh = blocks human Cav3.2 T-type calcium channel | O95180 | Cav3.2-expressing cells, Fluo-4 calcium fluorescence FDSS; hits give low values | B-score at 10 µM | 100,000 tested, 4% active;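 active means single-dose well whose peak fluorescence ratio is a statistical outlier from its plate by either plate-standardised score or position-corrected B-score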
* = called active by the depositor.

Cav32 inh,molecule
-0.64,COc1ccc(Sc2ccc(NC(=O)c3ccccc3Cl)cc2C#N)cc1
-1.8,OCCOCCN1CCN(C(c2ccccc2)c2ccc(Cl)cc2)CC1 (stereo not given)
-0.051,C/C=C(/C)C(=O)O[C@@H]1c2cc3c(c4c2[C@@]2(CO4)C(=O)C(OC)=C(OC)C=C2C[C@@H](C)[C@H]1C)OCO3
0.68,CCN(CC)CCOC(=O)C(c1ccccc1)c1ccccc1
-1.4,O=C(OC1C[C@@H]2CC3C[C@H](C1)N2CC3=O)c1c[nH]c2ccccc12 (stereo not given in full)
1,CN(CCOc1ccc(NS(C)(=O)=O)cc1)CCc1ccc(NS(C)(=O)=O)cc1
0.89,CC(C)(C(=O)c1cccnc1)c1cccnc1
0.21,O=C(c1ccccc1)c1ccc2n1CCC2C(=O)O (stereo not given)
0.84,C[C@H]1c2cccc(O)c2C(O)=C2C(=O)[C@]3(O)C(O)=C(C(N)=O)C(=O)[C@@H](N(C)C)[C@@H]3[C@@H](O)[C@@H]21
0.36,COc1cc(C)nc(-n2nc(C)cc2OC)n1

Grouped by structure, the entries above containing nitrogen in an aromatic ring (4)
Cav32 inh,molecule
-1.4,O=C(OC1C[C@@H]2CC3C[C@H](C1)N2CC3=O)c1c[nH]c2ccccc12 (stereo not given in full)
0.89,CC(C)(C(=O)c1cccnc1)c1cccnc1
0.21,O=C(c1ccccc1)c1ccc2n1CCC2C(=O)O (stereo not given)
0.36,COc1cc(C)nc(-n2nc(C)cc2OC)n1

(listing goes on)
Cav32 inh,molecule
-0.93,COc1cc2c(c(OC)c1OC)-c1c(cc(OC)c(OC)c1OC)C[C@H](C)[C@H](C)C2
0.16,C#C[C@]1(O)CC[C@H]2[C@@H]3CCC4=CC(=O)CC[C@@H]4[C@H]3CC[C@@]21CC
-0.0074,Cc1cc(O)c2c(c1)C(=O)c1cccc(O)c1C2=O
0.77,CC1(C)Oc2ccc(C#N)cc2[C@@H](N2CCCC2=O)[C@@H]1O
-0.74,C[C@]12CC[C@H]3C(=CCc4cc(O)ccc43)[C@@H]1CCC2=O
0.51,Oc1cc2c(cc1O)C1c3ccc(O)c(O)c3OCC1(O)C2 (stereo not given)
-1.1,Cc1ccsc1/C=C/C1=NCCCN1C
-2,COc1cc(C(=O)NCCCCCC(=O)O)cc(OC)c1OC
0.042,CN(C)CCC[C@@]1(c2ccc(F)cc2)OCc2cc(C#N)ccc21
-0.58,CCCCOC(=O)c1ccc(N)cc1
-0.79,C[C@@H]1C[C@H]2[C@@H]3C[C@H](F)C4=CC(=O)C(Cl)=C[C@]4(C)[C@@]3(F)[C@@H](O)C[C@]2(C)[C@@]1(O)C(=O)CO
1.1,Cc1oncc1C(=O)Nc1ccc(C(F)(F)F)cc1
0.91,CCN1CC(CCN2CCOCC2)C(c2ccccc2)(c2ccccc2)C1=O (stereo not given)
0.18,CN1CCC(=C2c3ccccc3CC(=O)c3sccc32)CC1
0.15,O=C(O)CCCCCCCC(=O)O
0.71,CCCN(CCC)C(=O)C(CCC(=O)O)NC(=O)c1ccccc1 (stereo not given)
1.7,CN(C)CCOC(=O)C(c1ccccc1)C1(O)CCCC1 (stereo not given)
0.66,OCC(O)CN1CCN(c2ccccc2)CC1 (stereo not given)
1.2,CCC12CCCN3CCc4c(n(c5ccccc45)C(O)(C(=O)OC)C1)C32 (stereo not given)
-0.71,COc1ccc(S(=O)(=O)Nc2nnc(CC(C)C)s2)cc1

Arranged by molecular weight (high to low): some entries from above
Cav32 inh,molecule
0.84,C[C@H]1c2cccc(O)c2C(O)=C2C(=O)[C@]3(O)C(O)=C(C(N)=O)C(=O)[C@@H](N(C)C)[C@@H]3[C@@H](O)[C@@H]21
-0.64,COc1ccc(Sc2ccc(NC(=O)c3ccccc3Cl)cc2C#N)cc1
-2,COc1cc(C(=O)NCCCCCC(=O)O)cc(OC)c1OC
0.68,CCN(CC)CCOC(=O)C(c1ccccc1)c1ccccc1
0.18,CN1CCC(=C2c3ccccc3CC(=O)c3sccc32)CC1

Quoted at random: three records from the list, in no set order.
Cav32 inh,molecule
0.15,O=C(O)CCCCCCCC(=O)O
-0.71,COc1ccc(S(=O)(=O)Nc2nnc(CC(C)C)s2)cc1
0.18,CN1CCC(=C2c3ccccc3CC(=O)c3sccc32)CC1

This is a subset. The share of hits here may be higher or lower than overall.
